Rad51 HR inh = Rad51 (human) homologous recombination inhibition | Q06609 | hRad51 DNA strand exchange, fluorescence dequenching | inhibition, % at 10 µM | 200,000 tested, 0.085% active | AID 1385;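 active = inhibition above 40% at the single screening dose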;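 note: 0% = DMSO control wells and 100% = blanks with heterologous ssDNA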
Target sequence (Q06609 whole entry, looked up): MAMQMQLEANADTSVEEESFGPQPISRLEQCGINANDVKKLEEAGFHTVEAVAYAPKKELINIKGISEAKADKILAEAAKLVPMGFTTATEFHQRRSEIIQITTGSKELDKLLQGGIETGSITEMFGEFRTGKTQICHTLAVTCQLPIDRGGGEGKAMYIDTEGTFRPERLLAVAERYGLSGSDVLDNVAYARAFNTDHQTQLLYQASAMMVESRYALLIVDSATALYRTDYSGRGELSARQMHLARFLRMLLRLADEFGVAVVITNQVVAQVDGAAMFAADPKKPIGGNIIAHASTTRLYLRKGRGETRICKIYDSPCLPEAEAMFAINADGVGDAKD
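Material: hRad51 filaments on single-stranded DNA; Reagent: Donor/quencher-labelled 47-bp dsDNA substrate; Compound: 10 µM final, single point; Schedule: 37 °C 15-min filament assembly, 30-min compound preincubation, 15-min exchange; Technique: FRET fluorescence, excitation 485 nm, emission 520 nm; Benchmarks: control wells and blank wells on each plate.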
eIF4E 4G PPI = eIF4E/eIF4G interaction inhibition in translation initiation | TR-FRET eIF4E-eIF4GI(517-606) binding, 2 h | inhibition, % at 21.7 µM | 220,000 tested, 0.37% active | AID 782;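 active = inhibition above about 30%, limit read from the data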;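 note: 0% = full FRET control wells and 100% = background wells lacking eIF4GI fragment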
FXIIa inh = blocks human coagulation factor XIIa protease activity; purified FXIIa, Boc-QGR-AMC fluorogenic substrate, 2 h; inhibition, % at 5 µM; 220,000 tested, 0.3% active; in the data active = inhibition above about 40%;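 note: 0% = enzyme with no compound and 100% = blank without enzyme; many of its hits are not listed in these tables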
FXIa inh 1536 = inhibitors of human coagulation factor XIa; AID 798; inhibition, % at 5 µM; purified FXIa, Boc-Glu-Ala-Arg-AMC fluorogenic substrate; 220,000 tested, 0.14% active; P03951;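 active = inhibition of at least 40%; inactive = inhibition below 40%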;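 note: fluorescence of freed AMC excited at 355 nm; 0% = enzyme without compound and 100% = no enzyme blank; many of its hits are not listed in these tables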
14-3-3 Bad inh = disrupts binding of bovine 14-3-3 zeta to phospho-Bad peptide | P63103 | TR-FRET 14-3-3zeta/Dy647-pBad peptide displacement, 1 h | inhibition, % at 21.7 µM | 220,000 tested, 0.71% active | AID 781;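 active = inhibition above about 70%, limit read from the data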;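 note: 0% = full 14-3-3 plus peptide FRET controls and 100% = background without 14-3-3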
MDM2 E3 inh = inhibitors of human Mdm2 E3 ubiquitin ligase. cell-based MDM2 ubiquitination luciferase reporter, 2 h; 0 = plate control, 100 = twice control, blank-subtracted. signal enhancement, % at 5 µM. 210,000 tested, 0.11% active. AID 1230;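 active = signal enhancement of 30% or more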;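 note: luminescence tracks abundance of the self-degrading MDM2-luciferase fusion protein; higher signal means inhibition of MDM2 E3 ligase activity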
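Assay system: stable mammalian line carrying autodegrading MDM2–luciferase fusion reporter; Input: 2000 cells in each well; Compound dosing: single-point 5 µM; Schedule: 2 h compound exposure at 37 °C; Signal: SteadyLite luciferase luminescence after 15 min room-temperature reagent incubation; Evaluation: % luminescence enhancement versus blank-corrected plate control mean; Benchmarks: plate controls and plate blanks.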
Wee1 stabilizer = blocks degradation of human Wee1 kinase | P30291 | HeLa Luc-Wee1K328M stability, luciferase luminescence; 100% = proteasome inhibitor MG132 effect | reporter increase, % at 5 µM | 220,000 tested, 1.2% active | AID 1321;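 active = activation above the mean of all tested compounds plus 3 SD, set per screening run, cut at about 8.8% in these data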;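 note: cells exposed to compound for 20 h before luminescence read; 0% = DMSO alone and 100% = MG132 at 30 µM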
hK5 inh = inhibitors of human kallikrein 5; Q9Y337; inhibition, % at 5 µM; recombinant hK5, fluorogenic AMC substrate cleavage; 210,000 tested, 0.59% active;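 active = inhibition of 40% or more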;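 note: 0% = enzyme controls without compound and 100% = no-enzyme blanks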
p97 ATPase inh = human p97 ATPase inhibition. P55072. recombinant p97 ATPase, Kinase-Glo ATP luminescence, 3 h. inhibition, % at 8 µM. 220,000 tested, 0.42% active. AID 1481; in the data active = inhibition above about 15%;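 note: 0% = DMSO vehicle and 100% = wells lacking enzyme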
Target sequence (P55072 whole entry, looked up): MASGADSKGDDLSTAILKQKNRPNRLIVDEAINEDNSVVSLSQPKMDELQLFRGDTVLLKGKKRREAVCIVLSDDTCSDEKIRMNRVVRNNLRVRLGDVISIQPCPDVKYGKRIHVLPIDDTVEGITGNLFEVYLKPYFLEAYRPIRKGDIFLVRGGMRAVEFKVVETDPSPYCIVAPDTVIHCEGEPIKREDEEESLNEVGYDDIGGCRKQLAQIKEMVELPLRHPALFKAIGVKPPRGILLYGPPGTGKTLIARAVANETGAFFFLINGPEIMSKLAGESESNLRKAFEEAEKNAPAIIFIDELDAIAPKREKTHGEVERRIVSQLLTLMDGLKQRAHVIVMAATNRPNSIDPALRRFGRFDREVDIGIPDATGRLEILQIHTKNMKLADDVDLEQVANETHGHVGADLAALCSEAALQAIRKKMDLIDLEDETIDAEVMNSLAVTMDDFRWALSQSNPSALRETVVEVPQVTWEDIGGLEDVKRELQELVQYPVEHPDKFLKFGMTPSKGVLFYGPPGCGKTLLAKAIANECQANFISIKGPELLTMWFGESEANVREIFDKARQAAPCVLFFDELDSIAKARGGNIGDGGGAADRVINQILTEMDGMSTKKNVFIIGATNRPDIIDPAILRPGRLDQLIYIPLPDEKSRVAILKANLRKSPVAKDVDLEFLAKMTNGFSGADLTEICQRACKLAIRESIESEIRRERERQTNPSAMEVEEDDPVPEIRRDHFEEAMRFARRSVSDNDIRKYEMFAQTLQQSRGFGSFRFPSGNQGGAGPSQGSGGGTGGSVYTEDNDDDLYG
An asterisk follows results filed as active; x = no result given; [ ] = remark or other dose.

| Rad51 HR inh | eIF4E 4G PPI | Structure | FXIIa inh | FXIa inh 1536 | 14-3-3 Bad inh | MDM2 E3 inh | Wee1 stabilizer | hK5 inh | p97 ATPase inh |
| --- | --- | --- | --- | --- | --- | --- | --- | --- | --- |
| 4 | -4 | O=C(NCC(c1ccco1)N1CCN(c2ccccc2)CC1)c1ccc2c(c1)OCO2 (stereo not drawn) | 7 | -2 | 4 | -28 | 3 | -6 | -3 |
| -6 | x | COCn1c(-c2cccc(Br)c2)nc2ccccc21 | -6 | -10 | x | -19 | 7 | -20 | 3 |
| 2 | 3[fluorescence artefact?] | COC(=O)c1ccc(OCCN2C3=NCCN3c3ccccc32)cc1 | 14 | 5 | -8 | -15 | -2 | -27 | 1 |
| 3 | 7[fluorescence artefact?] | CCOC(=O)NC1(C(F)(F)F)C(=O)N(Cc2ccccc2)C2=C1C(=O)CC(C)(C)C2 (stereo not drawn) | 16 | -1 | -14 | -7 | 2 | -9 | 0 |
| -25 | -1 | O=C(N/N=C\c1ccc(-c2ccccc2[N+](=O)[O-])o1)C1COc2cc3ccccc3cc2O1 (stereo not drawn) | 2 | -1 | -12[fluorescence artefact?] | -18 | 0 | 3 | 9 |
| -12 | 1 | Cc1ccc(C(=O)OCC(=O)NC(=O)c2cccn2C)cc1[N+](=O)[O-] | 0 | 1 | 1 | -2 | 7 | 4 | 3 |
| 12 | -2 | CCOC(=O)CSc1ncnc2c1cnn2-c1ccc(C)cc1C | 4 | -3 | -2 | 7 | 0 | -8 | 0 |
| 3 | 0 | Cc1c(Br)c([N+](=O)[O-])nn1CC(=O)NCc1ccccn1 | 13 | 7 | -3[fluorescence artefact?] | -2 | -2 | -7 | 1 |
| -2 | 2 | Cc1nc2ccc(N)cc2c(=O)n1Cc1ccc(Cl)cc1 | -14 | -10 | 9 | -13 | -2 | -46 | 5 |
| 1 | -1 | OCCC1CN(Cc2cnc(-c3ccc(Cl)cc3)nc2)CCN1C1CCCCC1 (stereo not drawn) | 8 | -4 | -3 | -12 | 2 | 0 | 0 |
| -5 | -7 | CCc1ccc(C(=O)NCC2COc3ccccc3O2)o1 (stereo not drawn) | 15 | 4 | -2 | -11 | -2 | 4 | 4 |
| -8 | 1[fluorescence artefact?] | CC(=O)c1ccc(OCCCC(=O)NC2CCCc3ccccc32)cc1 (stereo not drawn) | -4 | -11 | -2 | -8 | 0 | -12 | -4 |
| 9 | -1 | CCOC(=O)c1sc(N)nc1C(C)C | 5 | -4 | 3 | -6 | 1 | 10 | 0 |
| 6 | 2 | COc1cccc(CN(C)C(=O)c2csc3c2CCCC3)c1OC | 9 | -6 | -2 | -3 | 0 | 5 | 1 |
| -3 | -1 | CCOC(=O)Nc1ccccc1N1C(=O)c2ccccc2C1=O | 18 | 2 | -9[fluorescence artefact?] | 0 | 3 | -1 | 2 |
| 0 | 3 | Cn1cc(Br)c(C(=O)NN2C(=O)C3C(C2=O)C2C=CC3C23CC3)n1 (stereo not drawn) | 6 | -3 | 0 | -1 | -2 | -3 | 0 |
| 14 | -6 | Cc1csc2c(=O)sc(NC(=O)c3cccs3)nc12 | 11 | 2 | -5 | -14 | -1 | 3 | 34* |
| 3 | 0 | CN(C)c1cc[n+](CC(=O)N2c3ccccc3Sc3ccccc32)cc1 | 17 | -7 | -11 | -4 | -1 | 7 | -1 |
| -3 | -4 | O=C1c2ccccc2C(=O)N1CCc1csc(-c2cccc(Cl)c2)n1 | 6 | 2 | -5 | -12 | 2 | -102 | -4 |
| 7 | 8 | NC(=O)[C@@H]1CCCNc2c(F)cc([N+](=O)[O-])cc2C(=O)N[C@@H](CCC(=O)O)C(=O)N[C@@H](CO)C(=O)N1 | 15 | 4 | 14[fluorescence artefact?] | x | 0 | -4 | 8 |
| x | -4[fluorescence artefact?] | CCn1c(SCC(=O)c2cc(C)ccc2C)nc2cc(S(=O)(=O)N3CCOCC3)ccc21 | 15 | 9 | 1[fluorescence artefact?] | -16 | 1 | -6 | 2 |
| -12 | 7 | Cc1nc2ccccn2c1C(=O)NNC(=S)Nc1ccccc1 | 2 | 4 | -7 | -4 | -1 | -1 | 7 |
| 5 | 14 | O=C(CSc1nnc(CCCOc2ccc(Cl)cc2Cl)o1)Nc1ccc(C(=O)O)cc1 | 11 | 8 | -11[fluorescence artefact?] | 1 | 5 | -10 | 5 |
| -1 | 2[fluorescence artefact?] | Cc1cc(C(=O)CN2C(=O)NC(C)(c3ccccc3)C2=O)c(C)n1CC1CCCO1 (stereo not drawn) | -4 | -6 | -9[fluorescence artefact?] | -12 | 3 | -5 | -1 |
| -4 | 2 | O=C(CN1C(=O)COc2ccccc21)N1CCN(c2ccccc2F)CC1 | 14 | 0 | -2 | -13 | 3 | 5 | 2 |
| x | 5 | CC(C(=O)Nc1cccnc1)n1cc([N+](=O)[O-])cn1 (stereo not drawn) | 11 | -1 | -3 | -22 | -2 | x | 3 |
| x | 5 | BrC(/C=N/N1CCN(Cc2ccccc2)CC1)=C/c1ccccc1 | 15 | 2 | -3 | 4 | 23* | 3 | -10 |
| -3 | 6 | CCN(CC)S(=O)(=O)c1ccccc1/C=N\O | 7 | -2 | -6 | -10 | 0 | -24 | 3 |
| -3 | 1 | CCCCOc1ccc(CN2CCC(O)CC2)cc1 | -1 | -1 | 60 | -13 | -1 | -4 | 2 |
| 4 | -9 | COCCn1c(=O)[nH]c2cc(C(=O)NCC3CCCO3)ccc2c1=O (stereo not drawn) | 15 | 0 | 10 | -22 | -1 | 16 | 4 |
| -5 | 2 | COC(=O)c1ccc(COc2ncnc3sccc23)cc1 | 4 | -7 | -1 | -5 | 1 | -3 | 3 |
| -3 | 0 | Cc1onc(-c2c(F)cccc2Cl)c1C(=O)Nc1nnc(C2CC2)s1 | 10 | 3 | 13 | -12 | -1 | -13 | 10 |

Profiles from above.
CCCCOc1ccc(CN2CCC(O)CC2)cc1 is entered as Rad51 HR inh: -3; eIF4E 4G PPI: 1; FXIIa inh: -1; FXIa inh 1536: -1; 14-3-3 Bad inh: 60; MDM2 E3 inh: -13; Wee1 stabilizer: -1; hK5 inh: -4; p97 ATPase inh: 2
COC(=O)c1ccc(COc2ncnc3sccc23)cc1 is entered as Rad51 HR inh: -5; eIF4E 4G PPI: 2; FXIIa inh: 4; FXIa inh 1536: -7; 14-3-3 Bad inh: -1; MDM2 E3 inh: -5; Wee1 stabilizer: 1; hK5 inh: -3; p97 ATPase inh: 3

Carrying on:
| Rad51 HR inh | eIF4E 4G PPI | Structure | FXIIa inh | FXIa inh 1536 | 14-3-3 Bad inh | MDM2 E3 inh | Wee1 stabilizer | hK5 inh | p97 ATPase inh |
| --- | --- | --- | --- | --- | --- | --- | --- | --- | --- |
| x | -5 | Cc1ccc(N=Nc2c(C)[nH]n(-c3ccccc3)c2=O)cc1 | 12 | 0 | -2 | -4 | -2 | 3 | 2 |
| 13 | -1 | Cc1cccc(Cl)c1NC(=O)N1CCCN(c2ncccc2[N+](=O)[O-])CC1 | 1 | -3 | -11 | -8 | -3 | -6 | 6 |
| 2 | 0 | CC(C)NS(=O)(=O)c1ccc(OCC(=O)N2CCN(c3ccccc3)CC2)cc1 | 7 | 5 | 5 | -20 | 3 | 1 | 10 |
| 3 | -2 | Cc1ccc(C)c(NC(=O)C(c2ccccc2)N2CCOCC2)c1 (stereo not drawn) | 6 | -1 | -6 | -13 | 0 | x | 2 |
| -1 | -5[fluorescence artefact?] | CCOC(=O)CSc1n[nH]c(-c2ccco2)n1 | 21 | 3 | 11[fluorescence artefact?] | -11 | 0 | -6 | -2 |
| -6 | 6 | Cc1ccc(/C=N/NC(=O)CSc2nnc(-c3ccccc3)n2-c2ccc(Cl)cc2)o1 | 7 | 3 | 3 | 2 | 1 | -3 | 6 |
| 2 | 3 | O=C(NCc1ccccc1Cl)C1CCCN(S(=O)(=O)c2cnc[nH]2)C1 (stereo not drawn) | 4 | 9 | 0 | -11 | -1 | 31 | -9 |
| 13 | 5 | O=C(O)c1ccc(NS(=O)(=O)c2cc(C(=O)O)ccc2Br)cc1 | 15 | 7 | 7 | -8 | 1 | -23 | 5 |
| -5 | -1 | CCOC(=O)COc1cc(OCC(=O)OCC)c2c(=O)cc(-c3ccccc3)oc2c1 | 9 | -4 | 7 | -7 | 2 | -10 | -5 |
| 14 | -7 | COc1cc(NS(=O)(=O)c2ccc(NC(=S)NC(=O)c3ccco3)cc2)nc(OC)n1 | -2 | -5 | 5 | x | 5 | -7 | 5 |
| 11 | 15 | CNS(=O)(=O)c1cc(C(=O)OCC(=O)NC2CCCc3ccccc32)ccc1Cl (stereo not drawn) | 13 | 5 | -10 | 2 | 0 | -13 | 7 |
| x | -1 | O=C(NNCC(O)COc1ccccc1)c1ccccc1 (stereo not drawn) | -1 | -1 | -9[fluorescence artefact?] | x | 0 | -13 | 2 |
| -5 | 4 | COc1cc2c(cc1OC)CN(CC(=O)Nc1ccc(C#N)cc1)CC2 | 5 | 1 | -17[fluorescence artefact?] | x | -1 | -1 | -5 |
| 4 | -8 | CCCCn1c(=O)c(C(=O)OCC)c(O)c2ccccc21 | 10 | -9 | 23 | -1 | 4 | -9 | 4 |
| x | 2 | Cc1ccc2nsnc2c1NC(=O)c1ccccc1[N+](=O)[O-] | 14 | 4 | 0 | -11 | 3 | -8 | 4 |
| -6 | 2 | Cc1nn(C(=O)c2cccnc2)c(C)c1C | 13 | -2 | 9 | -14 | -2 | -5 | -4 |
| 4 | 0 | COC(=O)c1cn(C(=O)OC)c2ccccc12 | 3 | 0 | -13 | -11 | -2 | 1 | 6 |
| -5 | 1 | O=C(NC1CCCCC1)NC1CC2CCCC(C1)N2C1CCCC1 (stereo not drawn) | -9 | -15 | -2[fluorescence artefact?] | -18 | 1 | -4 | 6 |
| -3 | 3[fluorescence artefact?] | CN(C)CCOc1ccccc1C(C)(C)C | 1 | 0 | 48[fluorescence artefact?] | -18 | -2 | 5 | 2 |
| -8 | 2 | Cc1nnc(NC(=O)Nc2cccc(Cl)c2)s1 | 15 | 5 | 5 | -1 | 2 | -4 | 7 |
| 1 | 0 | Cc1ccc(C(=O)COC(=O)CCCC(=O)NC2CCCCC2)cc1[N+](=O)[O-] | 0 | -3 | -13[fluorescence artefact?] | -12 | -1 | -12 | -4 |
| 11 | 1 | Cc1ccccc1Nc1nc(Cl)c(C=O)s1 | -1 | -5 | -3 | -14 | -3 | 0 | 7 |
| 3 | 14 | CC(C)(C)C(=O)O/N=C1/C(=O)N(c2ccccc2)c2ccccc21 | 16 | 1 | 1 | -17 | -3 | -4 | 4 |
| 3 | -6 | COc1ccc(CNC(=O)CSCc2cnn(-c3ccccc3)c2-n2cccc2)cc1 | 35 | 23 | -1 | -18 | -2 | -18 | -3 |
| 2 | 6 | COc1ccc(-n2c(Cc3cc(=O)[nH]c(=O)[nH]3)nnc2SCc2ccccc2)cc1 | 1 | -3 | 5 | -13 | 1 | -5 | 3 |
| 12 | -4[fluorescence artefact?] | O=C1/C(=C/c2ccc([N+](=O)[O-])cc2)C=C(c2ccccc2)N1c1ccccc1 | -2 | -7 | 0 | -19 | -2 | 1 | 2 |
| 2 | 2 | Cc1nc([N+](=O)[O-])cn1-c1ccc(N)cc1 | 6 | 1 | -5 | -6 | -2 | -8 | 4 |
| x | 3 | O=C(Cn1cnc2cc([N+](=O)[O-])ccc2c1=O)NCc1ccccc1 | 7 | 2 | -7 | -4 | -1 | 15 | -2 |

Screening data (PubChem)

No enrichment for hits. About 3.5% of those tested had a hit in this group.
